# SMARCA2 act: SMARCA2 (BRM) function activators, primary screen, cell-based, luminescence, high throughput; MG213 cells, MMTV-luciferase reporter, dexamethasone, overnight; activation, % at 9.1 µM; actives 1% (n = 370,000); in the data active = activation above about 7.8%;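 note: 0% = vehicle wells and 100% = reference activator wells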
# GAA850 FXN act: FXN promoter activators, primary screen, cell-based, luciferase luminescence, HEK293 lucGAA850 | AID 540364, 2011 | actives 0.56% (n = 360,000) | HEK293 lucGAA850 FXN promoter luciferase reporter, 24 h; percent of 10 µM SAHA response | activation, % at 6 µM;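 active = activation above the average of all compounds screened plus 3 SD, cutoff fixed separately per campaign, cut at about 7.5% in these data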;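 note: 0% = DMSO wells and 100% = 10 µM SAHA wells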
# PG9 binder: binders of HIV-1 gp120 antibody PG9, primary screen, biochemical, TR-FRET | actives 0.43% (n = 360,000) | inhibition, % at 6.7 µM | HIV-1 gp120 / PG9 antibody interaction | TR-FRET gp120-PG9 antibody binding; in the data active = inhibition above about 8.5%
# NPR1 activator: GC-A stimulated cGMP production enhancers – HEK293 GC-A cells, cGMP TR-FRET, EC30 ANP, primary screen; AID 1671463, 2021; 0% at EC30 ANP, 100% saturating ANP; activation, % at 10 µM; Atrial natriuretic peptide receptor 1 (Homo sapiens), P16066; actives 0.14% (n = 370,000); in the data active = activation above about 40%
# DAX1 inh-1: DAX1 (NR0B1) inhibitors, primary screen, cell-based, HEK293, Gal4-DAX1, luciferase luminescence. AID 504766, 2011. actives 0.99% (n = 340,000). HEK293 Gal4-DAX1 luciferase reporter. inhibition, % at 6.75 µM. Nuclear receptor subfamily 0 group B member 1 (Homo sapiens), P51843;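 active = inhibition above the mean over all tested compounds plus 3 SD, cut at about 4.2% in these data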;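 note: 0% = DAX1-transfected cells with DMSO and 100% = empty-vector control cells with DMSO; inhibition shows as a rise in luminescence from relieved DAX1 repression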
# Target sequence (P51843 207-470 limits assumed): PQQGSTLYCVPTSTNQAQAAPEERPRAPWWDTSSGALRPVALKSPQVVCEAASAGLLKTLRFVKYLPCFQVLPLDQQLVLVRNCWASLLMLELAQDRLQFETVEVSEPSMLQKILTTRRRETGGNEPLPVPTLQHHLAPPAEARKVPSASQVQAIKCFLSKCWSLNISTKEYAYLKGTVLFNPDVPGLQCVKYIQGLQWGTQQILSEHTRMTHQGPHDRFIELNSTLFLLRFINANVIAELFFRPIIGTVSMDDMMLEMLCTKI
# hcDAF12 agonist: H. contortus DAF-12 nuclear receptor activators, primary screen, cell-based, luminescence, HEK293, lit1-tk-luc reporter. HEK293 hcDAF-12 lit1-tk-luc reporter; 0% DMSO, 100% Δ7-dafachronic acid. activation, % at 6.8 µM. actives 1.4% (n = 370,000);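 active = activation above the mean of all tested compounds plus 3 SD, cut at about 5.5% in these data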;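 note: 100% = response to 3 µM Δ7-dafachronic acid high control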
# DAX1 inh-2: DAX1 (NR0B1) inhibitors on StAR promoter, primary screen, cell-based, luminescence, SF-1 (NR5A1), full-length DAX-1; inhibition, % at 6.8 µM; actives 1.1% (n = 370,000); AID 652010, 2013; HEK293T StAR-luciferase reporter, SF-1/DAX-1 repression relief;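 active = inhibition above the mean over all tested compounds plus 3 SD, cut at about 3.6% in these data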;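 note: 0% = DAX-1 cells with DMSO and 100% = cells lacking DAX-1 with DMSO; higher inhibition means more luminescence from relief of DAX-1 repression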
# ssDAF12 agonist: S. stercoralis DAF-12 nuclear receptor activators, primary screen, cell-based, luminescence, HEK293, GRIP1 co-expression, lit1-tk-luc; Nuclear hormone receptor DAF-12 (Strongyloides stercoralis); HEK293 ssDAF-12/GRIP1 lit1-tk-luc reporter; % of 3 µM dafachronic acid response; activation, % at 6.8 µM; actives 1% (n = 370,000);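 active = activation above the mean over all tested compounds plus 3 SD, cut at about 0.9% in these data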;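 note: 0% = DMSO-only wells and 100% = 3 µM delta7-dafachronic acid wells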
# ADAM10 inh: human ADAM10 inhibitors, primary screen, biochemical, QFRET, HTS; Disintegrin and metalloproteinase domain-containing protein 10 (Homo sapiens), O14672; recombinant ADAM10, EDANS/DABCYL FRET peptide cleavage, 3 h; inhibition, % at 7 µM; actives 0.62% (n = 370,000); AID 720582, 2013;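 active = inhibition above a per-campaign cutoff equal to the mean of compounds falling between control-based bounds plus 3 SD, cut at about 20% in these data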;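 note: 0% = DMSO wells while the 100% control is not disclosed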
# ADAM17 inh: ADAM17 inhibitors, primary screen, biochemical, QFRET. Disintegrin and metalloproteinase domain-containing protein 17 (Homo sapiens), P78536. recombinant ADAM17, EDANS/DABCYL FRET peptide cleavage. inhibition, % at 6.95 µM. actives 0.83% (n = 370,000). AID 720648, 2013;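 active = inhibition above the mean of compounds lying between control limits plus 3 SD, set per campaign, cut at about 8.5% in these data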;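 note: 0% = DMSO-only wells as the low control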
# Target sequence (P78536 215-824 limits assumed): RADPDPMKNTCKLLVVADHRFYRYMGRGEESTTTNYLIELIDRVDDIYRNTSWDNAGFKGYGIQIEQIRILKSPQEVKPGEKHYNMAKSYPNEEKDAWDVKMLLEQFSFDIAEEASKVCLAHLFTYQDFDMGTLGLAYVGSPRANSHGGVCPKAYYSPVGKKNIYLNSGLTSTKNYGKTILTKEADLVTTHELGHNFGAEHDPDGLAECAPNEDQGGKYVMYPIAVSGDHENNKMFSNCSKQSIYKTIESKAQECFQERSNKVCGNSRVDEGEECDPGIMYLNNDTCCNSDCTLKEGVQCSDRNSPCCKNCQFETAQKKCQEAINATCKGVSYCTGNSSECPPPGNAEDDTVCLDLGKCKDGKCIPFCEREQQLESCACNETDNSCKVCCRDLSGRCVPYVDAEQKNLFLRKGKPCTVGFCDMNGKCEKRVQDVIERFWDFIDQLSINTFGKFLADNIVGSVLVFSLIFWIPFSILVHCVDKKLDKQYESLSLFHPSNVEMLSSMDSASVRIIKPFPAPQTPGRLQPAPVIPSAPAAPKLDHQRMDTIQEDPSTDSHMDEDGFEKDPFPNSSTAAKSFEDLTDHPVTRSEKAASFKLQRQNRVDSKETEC
# hgDAF12 agonist: H. glycines DAF-12 receptor agonists, primary screen, cell-based, luminescence, HEK293, GAL4 fusion, UAS-luciferase; HEK293 GAL4-hgDAF12 UAS-luciferase reporter, agonist luminescence; normalized to butyrate control; activation, % at 6.8 µM; actives 1.8% (n = 370,000); AID 687014, 2013;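 active = activation above a cutoff set at the mean of all screened compounds plus 3 SD, cut at about 10% in these data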;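 note: 0% = DMSO wells and 100% = sodium butyrate wells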
# * hit, by the source's call; i = inactive; . = not tested or not shown.
SMILES,SMARCA2 act,GAA850 FXN act,PG9 binder,NPR1 activator,DAX1 inh-1,hcDAF12 agonist,DAX1 inh-2,ssDAF12 agonist,ADAM10 inh,ADAM17 inh,hgDAF12 agonist
CNC(=O)C(=O)Nc1cc2c3c(c1)C(C)C(=O)N3CCC2 (centres undefined),3,0.5,-3.0,-2,-0.2,-0.6,0.1,-1.3,-1,-3,0.4
CCCCNS(=O)(=O)c1ccc2nc(SCC(=O)Nc3cccc(F)c3)[nH]c2c1,-1,0.4,-0.8,-3,-1.2,-3.3,-0.9,-1.6,15,8,-2.0
COc1ccc2[nH]cc(CCNC(=O)CCC3CCCCC3)c2c1,-3,1.2,0.0,-7,-1.4,-1.1,-0.2,-1.4,-3,-6,-0.9
COc1ccc(CNS(=O)(=O)/C=C/c2ccc(F)cc2CNC(=O)OC(C)(C)C)cc1,-4,.,.,-9,.,-1.6,-2.2,-1.8,2,-1,-2.9
CCCCCCN[C@H]1CCC2C3CC=C4C[C@@H](O)CC[C@]4(C)C3CC[C@@]21C (some centres undefined),11*,-4.9,-0.8,-15,-1.1,0.1,-0.1,-1.3,-3,1,-0.5
Cc1ccc(S(=O)(=O)c2cc3c(=O)n4ccccc4nc3n(Cc3ccco3)c2=N)cc1C,-2,.,0.7,9,.,-0.5,0.0,-1.5,i,-304,2.0
CCOC(=O)Cc1csc(NC(=O)CSc2nnc(-c3ccc(NS(=O)(=O)CC)cc3)o2)n1,-4,-0.3,1.9,3,0.9,0.0,-0.4,-1.9,-25,-12,-1.3
CC(=O)c1cccc(NS(=O)(=O)c2ccc3c(c2)oc(=O)n3C)c1,-3,1.1,-0.2,-1,0.5,-2.0,-1.1,-0.9,5,1,-2.4
COc1ccc(-c2nnc(SCC(=O)NC(C)c3ccccc3)o2)cc1OC (centres undefined),-2,-1.1,0.9,-4,1.6,0.2,0.6,-0.9,-2,-1,-2.1
Cc1ccc(S(=O)(=O)N2CCCC(CCC(=O)NCc3ccccc3F)C2)s1 (centres undefined),-5,2.9,-2.0,0,-3.1,-0.1,-0.2,-0.7,-3,-3,-1.2
CS(=O)(=O)c1ccc(C(=O)NCc2ccc(F)cc2)cc1,3,0.3,-1.9,-2,0.5,-1.6,-0.2,-1.3,-1,-7,-1.4
O=C(c1ccccc1C(=O)N1CCN(c2ccccc2)CC1)N1CCN(c2ccccc2)CC1,-4,-8.9,2.5,0,-0.1,-1.9,-0.5,-0.3,-4,-5,-1.8
Cc1cc(C)n(-c2ncc(C#N)cn2)n1,0,1.6,-1.5,-4,-0.7,-1.1,0.2,-1.3,-7,-3,1.0
CCN1CCC(NC(=O)Nc2ccccc2C(=O)OC)CC1,2,-1.7,1.8,0,-1.0,-1.2,-0.1,-1.6,-5,-4,2.7
COc1ccccc1/C=N\NC(=O)c1ccc(COc2ccc(C)c(C)c2)o1,0,2.6,-4.6,-1,0.6,1.7,0.0,-0.4,4,5,4.0
O=C(N1CCOCCOc2ccccc2OCCOCC1)C(F)(F)F,1,-0.8,-1.4,-5,0.1,-2.6,-0.4,-0.6,2,-2,1.6
CCc1cc2cccc(C)c2nc1SCC(=O)c1ccc(NC(C)=O)cc1,4,-0.6,2.1,-9,-1.3,-0.1,-0.1,-1.1,8,0,-0.9
COc1ccc(NC(=O)CS(=O)CC(=O)N2CCN(C3CCCC3)CC2)cc1 (centres undefined),-1,3.1,-0.1,-2,0.7,-0.5,0.6,-0.5,-4,-2,-1.1
Cn1c(SCC2CCCO2)nnc1-c1ccncc1 (centres undefined),-4,0.5,-2.3,3,-0.2,-1.0,0.8,-1.4,10,3,-1.9
CC1CN(C(=O)CCC(=O)NCCc2ccccc2)c2ccccc2O1 (centres undefined),-2,1.7,-1.6,0,1.2,-1.9,-0.3,-1.1,-17,-3,3.5

# Profiles, quoted from the list. Screens in order: SMARCA2 act	GAA850 FXN act	PG9 binder	NPR1 activator	DAX1 inh-1	hcDAF12 agonist	DAX1 inh-2	ssDAF12 agonist	ADAM10 inh	ADAM17 inh	hgDAF12 agonist
# Shown for COc1ccc(CNS(=O)(=O)/C=C/c2ccc(F)cc2CNC(=O)OC(C)(C)C)cc1 : -4	.	.	-9	.	-1.6	-2.2	-1.8	2	-1	-2.9
# Shown for CCc1cc2cccc(C)c2nc1SCC(=O)c1ccc(NC(C)=O)cc1 : 4	-0.6	2.1	-9	-1.3	-0.1	-0.1	-1.1	8	0	-0.9
# Shown for O=C(N1CCOCCOc2ccccc2OCCOCC1)C(F)(F)F : 1	-0.8	-1.4	-5	0.1	-2.6	-0.4	-0.6	2	-2	1.6

# (list continues)
SMILES,SMARCA2 act,GAA850 FXN act,PG9 binder,NPR1 activator,DAX1 inh-1,hcDAF12 agonist,DAX1 inh-2,ssDAF12 agonist,ADAM10 inh,ADAM17 inh,hgDAF12 agonist
Cc1cccn2c(=S)[nH]nc12,0,0.5,-0.8,-2,1.3,-0.5,0.1,-0.8,-77,-20,4.6
C/C(=N/N1CCN(Cc2ccccc2)CC1)c1ccc(Br)cc1,-2,1.3,-3.6,2,2.9,-1.3,0.1,-1.7,-3,-2,0.8
CCCCOC(=O)Nc1ccccc1C(=O)N1CCCC1,-4,1.6,-1.0,3,0.2,-2.1,-0.1,-1.6,-4,-3,3.0
O=[N+]([O-])c1ccc(Cl)c(NC2=NCCCCC2)c1,3,2.0,0.0,2,0.5,-0.1,-0.3,-0.8,10,1,-0.6
COC(=O)C1C(=O)c2c([nH]c(C(=O)OC3CCCCC3)c2C)CC1C (centres undefined),2,4.8,-0.3,2,5.3*,1.2,2.5,0.2,-3,0,15*
COc1cc2c(cc1NC(=O)c1cc(-c3ccncc3)nc3ccc(C)cc13)oc1ccccc12,-1,0.8,-1.7,3,1.0,1.9,0.7,-0.5,-17,-7,1.7
CCC(=O)c1ccc(OCC(=O)N2CCN(S(=O)(=O)c3ccc(Cl)s3)CC2)cc1,-3,-1.5,-3.6,1,-0.1,-3.4,-2.6,-1.0,1,0,-3.8
O=C(Nc1ccn(Cc2c(F)c(F)c(F)c(F)c2F)n1)c1cccc(Cn2cc([N+](=O)[O-])cn2)c1,-3,2.8,2.1,-6,0.1,-0.9,0.4,-1.0,-6,-5,1.1
CCOc1ccc(C2NC(=O)C(C#N)=C(S)N2c2ccc(OC)cc2)cc1OC (centres undefined),5,1.2,-2.0,4,-0.2,-0.3,0.1,-1.1,-1,-1,-3.7
COc1ccc(F)cc1C(=O)C1CCCN(C(=O)c2ocnc2C)C1 (centres undefined),-3,1.2,0.4,4,-0.1,0.3,-0.2,-1.1,-15,-5,-1.8
CCOc1ccc(C2CC(=O)n3nc(C45CC6CC(CC(C6)C4)C5)nc3S2)cc1OC (centres undefined),-3,-1.1,-1.6,-3,-0.1,-0.7,-0.4,-0.9,-1,-4,-2.1
O=C(O)CCCC(=O)Nc1ccc(OCc2nc3ccccc3s2)cc1,1,5.9,1.9,-1,0.2,3.5,0.6,0.8,-2,-4,10
Cc1ccc(C)c(-n2cc(CN3CCNC(=O)CC3)c(-c3ccccc3)n2)c1,-3,0.7,-1.0,1,0.4,-1.5,-0.9,-0.4,-7,-6,-3.0
COC(=O)c1[nH]c2c(c1C)C(=O)CC(c1ccc(C)cc1)C2 (centres undefined),2,-2.4,3.0,-3,-0.6,-0.8,1.8,-0.8,-3,-2,-0.1
O=C(CNC1CCCCC1)NN=C(c1ccccc1)c1ccccc1,-1,-0.9,-2.0,-3,-0.3,-1.9,-0.6,-0.7,8,0,-0.5
O=C(O)COc1c(F)c(F)c(C(F)(F)F)c(F)c1F,-3,-1.7,-0.7,2,2.1,-0.1,-0.8,-0.8,-4,-5,-0.8
C[C@@H]1NS(=O)(=O)c2cc(Cl)ccc2O[C@@H]1c1ccccc1,-2,1.1,-1.4,1,-1.2,-0.3,0.6,-0.5,6,0,1.1
CCCCn1c(N)c(N(CCOC)C(=O)c2ccc(Cl)c(S(=O)(=O)N3CCCC3)c2)c(=O)[nH]c1=O,-2,0.5,-1.5,1,0.8,-1.4,-0.2,-1.3,-13,-3,2.5
CN(CCc1ccccn1)Cc1ccc(Cl)c(Cl)c1,5,0.0,-1.9,-2,1.4,-0.5,-0.3,-1.4,2,-4,-1.4
O=C(c1ccccc1)c1ccc(-n2ccnc2)c([N+](=O)[O-])c1,-3,1.9,-0.9,-2,0.3,-1.7,-0.2,-1.6,-6,0,0.8
O=C(COc1ccccc1)N[C@@H]1c2ccccc2CC[C@H]1OCc1ccccc1,-2,1.0,-0.7,-14,-1.1,-2.1,-1.4,-1.3,7,4,-1.2
O=C1CCCc2c1cc(C(=O)Nc1ccc(Br)cn1)c(=O)n2-c1ccccc1,0,-2.4,-0.6,-5,-0.7,0.9,-0.1,-1.0,-5,-4,0.5
COc1cc(NCCCC(C)N)c2ncccc2c1 (centres undefined),-6,-0.9,-3.4,4,-2.6,-0.8,-1.2,-1.6,-10,-4,-4.8
CCc1ccc2oc(C(=O)N3CCN(c4ccc(OC)cc4)CC3)cc(=O)c2c1,0,0.2,0.1,1,0.6,0.2,0.1,-0.8,1,-4,0.3
CC1(C)CC(=O)c2cn3ncnc3nc2C1,-1,-1.9,0.9,0,-1.1,-1.2,0.0,-2.2,2,0,1.2
COc1ccc(-c2nnc(NC(=O)CS(=O)(=O)c3ccc(F)cc3)o2)cc1,0,-0.1,-1.4,3,-0.8,-0.5,0.2,-1.4,-2,-2,1.9

# DAX1 inh-1, hit marks shown above
compound | SMARCA2 act | GAA850 FXN act | PG9 binder | NPR1 activator | DAX1 inh-1 | hcDAF12 agonist | DAX1 inh-2 | ssDAF12 agonist | ADAM10 inh | ADAM17 inh
COC(=O)C1C(=O)c2c([nH]c(C(=O)OC3CCCCC3)c2C)CC1C (centres undefined) | 2 | 4.8 | -0.3 | 2 | 5.3* | 1.2 | 2.5 | 0.2 | -3 | 0

# Assay outcomes (PubChem BioAssay)

# No enrichment for hits; overall some 6.8% were active at least once.
